AID2073 – inhibitors of Mint1-CaV2.2 protein interaction, biochemical, HTRF (AID 2073). Voltage-dependent N-type calcium channel subunit alpha-1B (Homo sapiens). HTRF protein-protein interaction, Mint1-CaV2.2; higher % means a stronger effect. inhibition, % at 20 µM; hits with a dose series show IC50 in µM. 290,000 compounds, 0.19% hits; in the data active means inhibition mostly above about 51%, no sharp cut-off; inconclusive means no clear call, values can overlap the other calls; inactive means mostly below about 53%; further: some results filed as inactive read as strong as hits
MgcRacGAP inhibition – MgcRacGAP GTPase-activating activity inhibitors, confirmation, biochemical, ADP Hunter fluorescence | Rac GTPase-activating protein 1 (Homo sapiens) | 340,000 compounds, 0.6% hits | one-dose inhibition, % at 30 µM; IC50 in µM for titrated hits | AID 624330, 2012 | MgcRacGAP-stimulated Rac1 GTP hydrolysis, ADP Hunter fluorescence; higher % means a stronger effect; GST-tagged Rac1 F28L mutant substrate;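 active means first-screen hits whose inhibition reached a set limit at any dose in the follow-up dose series; inconclusive means inhibition above the set first-screen limit but never retested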;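 further: fluorescence reports GDP produced by GAP-driven GTP hydrolysis; strong numbers were not always called active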
SV40 large T antigen – SV40 large T antigen inhibitors, biochemical (AID 1903); SV40 large T antigen ATPase/helicase inhibition assay; higher % means a stronger effect; inhibition, % at 20 µM; hits with a dose series show IC50 in µM; 310,000 compounds, 0.39% hits; in the data active means a potency from the dose series; inconclusive means inhibition mostly from about 32% at the one dose, without a potency; inactive means the rest, 99 in 100 with inhibition below about 32%; further: strong numbers were not always called active
NS5 inhibitors – Dengue-2 NS5 methyltransferase inhibitors, primary screen, biochemical, confirmation dose response (AID 588689); Dengue-2 NS5 methyltransferase capping enzyme assay, biochemical; higher % means a stronger effect; inhibition, % at 25 µM, or IC50 in µM where a hit was titrated; Genome polyprotein (Dengue virus type 2 (strain 16681-PDK53)); 340,000 compounds, 0.3% hits; in the data active means a potency from the dose series; inconclusive means inhibition above about 29% without an active follow-up result
XIAP antagonists – XIAP antagonists, biochemical, IAP family, fluorescence polarization (AID 1018); 200,000 compounds, 0.007% hits; displacement, % at 20 µM, or IC50 in µM where a hit was titrated; XIAP BIR domain, fluorescence polarization peptide displacement; higher % means a stronger effect; E3 ubiquitin-protein ligase XIAP (Homo sapiens); in the data active means displacement above about 50%; further: a part of the inactive calls stands beside numbers as strong as those of hits
LYP inhibition – inhibitors of LYP phosphatase, biochemical, fluorescence intensity, uHTS (AID 1779). Tyrosine-protein phosphatase non-receptor type 22 (Homo sapiens). recombinant LYP phosphatase, fluorescence intensity; higher % means a stronger effect. inhibition, % at 11.5 µM; hits with a dose series show IC50 in µM. 290,000 compounds, 0.054% hits; in the data active means inhibition above about 50%;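 further: plate controls were vehicle with enzyme for no effect and no enzyme for full effect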
Siah-1 displacement – Siah-1 peptide-binding antagonists, primary screen, biochemical, fluorescence polarization, rhodamine-plectin, uHTS (AID 1817). Siah-1 / rhodamine-plectin peptide fluorescence polarization; higher % means a stronger effect. 290,000 compounds, 0.02% hits. E3 ubiquitin-protein ligase SIAH1 (Homo sapiens). one-dose displacement, % at 20 µM; IC50 in µM for titrated hits;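 active means displacement of at least 50% at 20 µM, with a fluorescence ratio check between 0.3 and a set limit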;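 further: plate controls were Siah plus tracer with DMSO for no effect and tracer alone without Siah for full effect; strong numbers were not always called active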
RSV CPE inhibition – RSV antiviral activity via CPE protection, HEp-2 cells, primary 10 µM value included (AID 2391); HEp-2 cells, RSV-induced CPE inhibition; higher % means a stronger effect; one-dose CPE inhibition, % at 10 µM; IC50 in µM for titrated hits; 310,000 compounds, 0.13% hits; in the data active means a potency from the dose series; inconclusive means CPE inhibition mostly from about 23% at the one dose, without a potency; inactive means the rest, 99 in 100 with CPE inhibition below about 21%; further: strong numbers were not always called active
HIV fusion peptide – inhibitors of HIV fusion peptide binding, primary screen, biochemical, uHTS, fluorescence dequenching (AID 1986); inhibition, % at 20 µM, or IC50 in µM where a hit was titrated; 290,000 compounds, 0.3% hits; cell-free peptide binding, fluorescence dequenching, 30 min; higher % means a stronger effect; in the data active means inhibition mostly above about 52%, no sharp cut-off; inactive means mostly below about 76%; further: some results filed as inactive read as strong as hits
NS5 inhibitors pilot replicate – also measured in NS5 inhibitors; calls as there; inhibition, %; measured here: pilot screen replicate inhibition
An asterisk follows results filed as active; ? = inconclusive; / = no result given; & = joins results of further samples.

SMILES	AID2073	MgcRacGAP inhibition	SV40 large T antigen	NS5 inhibitors	XIAP antagonists	LYP inhibition	Siah-1 displacement	RSV CPE inhibition	HIV fusion peptide	others
COc1ccc(/C=C2\SC(=S)N(N3CCOCC3)C2=O)c(OC)c1	0%	6%	25%	0%	/	1%	-6%	/	1.0%
CCOc1cc(/C=C2/C(=N)N3C(=NC2=O)SN=C3S(C)(=O)=O)ccc1OS(=O)(=O)c1ccccc1	16%	26%	?	-2%	/	-4%	-1%	2.0%	12µM*
CCCCCOCC1CC(C/C(C)=N/NC(N)=S)C(=O)O1 (stereo not drawn)	-5%	1%	11%	4%	-3.5%	-7%	3%	-0.7%	0.4%
CCOc1ccc(N(C(=O)c2snc(C(N)=O)c2N)C(C(=O)NC2CCCC2)c2ccncc2)cc1 (stereo not drawn)	-6%	6%	1%	-6%	/	-2%	7%	4.1%	0.3%
O=C(CSc1nnc(CNC(=O)c2cccs2)o1)Nc1ccc(Cl)cc1	-3%	-12%	5%	-4%	/	-10%	6%	0.5%	-0.5%
Cc1oc2nc(SCCCC(=O)NCCO)nc(N)c2c1C	0%	15%	14%	2%	-2.4%	-5%	2%	0.9%	5.0%
COC(=O)C(NC(C)=O)(Nc1nc2ccc(C)cc2s1)C(F)(F)F (stereo not drawn)	6%	5%	2%	-1%	-3.1%	-11%	2%	2.6%	-1.0%
CC(NC(=O)c1ccccc1Br)c1nnc(SCc2ccc([N+](=O)[O-])cc2)n1C (stereo not drawn)	-8%	3%	-1%	-11%	-6.0%	0%	3%	3.2%	-2.5%
CCc1cc2c(N[C@@H](C)C(=O)O)ncnc2s1	2%	18%	-5%	-3%	-4.0%	-8%	-3%	0.4%	-2.9%
Cc1ccccc1NS(=O)(=O)c1ccc(OCCNS(C)(=O)=O)cc1	-1%	4%	1%	4%	-3.9%	4%	1%	3.4%	2.6%
CCOC(=O)c1c(NC(=O)NC(C)(C)C)sc2c1CCN(C)C2	-12%	12%	17%	-16%	/	-2%	6%	0.7%	-0.3%
Cc1ccc2cc(C#N)c(N3CCN(C(=O)c4ccccc4)CC3)nc2c1	12%	6%	3%	0%	/	-4%	1%	8.8%	-0.3%
Cc1ccc(-n2nnnc2SCC(=O)N2CC(=O)Nc3ccccc32)cc1	0%	11%	8%	2%	-24%	-2%	-4%	1.0%	-2.5%
O=C(O)c1c(-c2ccccc2)oc2ccc(O)cc12	32%	10%	15%	4%	/	-9%	1%	1.0%	1.3%
O=C(Nc1ccc(N2CCOCC2)cc1)c1ccc([N+](=O)[O-])cc1	3%	11%	9%	4%	-12%	1%	0%	3.0%	-2.1%
c1ccc(-c2cc3c(N4CCCC4)ncnc3s2)cc1	4%	4%	7%	6%	-7.3%	-3%	-1%	46%	0.5%
Cc1cccc(-c2n[nH]c(=S)n2/N=C/c2cccs2)c1	-37%	/	17%	/	/	4%	0%	3.2%	1.1%
COCCNC(=O)C1CCC(=O)N(c2ccc(OC)cc2)C1c1ccc(OC)c(OC)c1 (stereo not drawn)	6%	2%	2%	2%	-9.0%	-11%	2%	1.0%	2.5%
CN(c1ccccc1)c1nc(N)c([N+](=O)[O-])c(NCCO)n1	-2%	13%	12%	7%	/	0%	16%	/	0.1%
CC(NC(=O)CSc1nnc(-c2cc3cc(Cl)ccc3o2)n1C)c1ccccc1 (stereo not drawn)	-1%	7%	3%	-5%	-3.0%	-6%	1%	?	0.1%
Cc1occc1C(=O)NCc1ccccc1	1%	3%	3%	-4%	-3.0%	-3%	0%	0.9%	2.6%
CN(CC(=O)Nc1ccc(Cl)cc1)C(=O)CNC(=O)c1ccc(Br)o1	/	3%	23%	1%	/	/	/	-1.7%	/
COc1ccc(-c2cc(N)n(S(=O)(=O)c3c(F)c(F)c(F)c(F)c3F)n2)cc1OC	-68%	-2%	4%	2%	-39%	2%	-2%	-3.9%	1.2%
CC1=CC(=O)C=C(C)C1=NOc1ccc([N+](=O)[O-])cc1	-73%	11%	-1%	2%	0.8%	-5%	12%	2.8%	-0.5%
N#CC1=C(N)C(C#N)(C#N)C2(CCC3(CC2)OCCO3)C2CC3(CC=C12)OCCO3 (stereo not drawn)	2%	5%	4%	-2%	-8.0%	-11%	1%	-0.8%	5.6%
Cc1ccc(C(=O)c2cnc3ccccc3c2-c2ccccc2)cc1	-7%	6%	1%	2%	1.7%	7%	1%	14%	-1.9%
COc1cc(C2(c3ccc(O)c(OC)c3)C(=O)N(C)c3ccc(C)cc32)ccc1O	/	8%	27%	-5%	/	/	/	3.4%	/
COc1cc(OC)cc(C(=O)N2CCN(C3CCN(Cc4ccccc4)CC3)CC2)c1	-4%	29%	5%	-4%	-7.8%	-9%	-1%	-1.2%	2.7%
CCOC(=O)CSc1ncnc2c1cnn2-c1ccc(C)cc1C	14%	3%	8%	-2%	-6.3%	-3%	-3%	1.8%	0.0%
COc1ccccc1/C=C/CN1CCNC(=O)C1CC(=O)NCCc1cnccn1 (stereo not drawn)	8%	5%	11%	1%	/	-8%	-2%	1.3%	2.1%
Cc1nc(C(=O)NNC(=O)c2ccc(Cl)cc2)cs1	-17%	16%	14%	5%	/	-3%	0%	-0.6%	0.1%
O=[N+]([O-])c1cc(S(=O)(=O)N2CCCCCC2)ccc1F	5%	6%	3%	-10%	-1.4%	1%	2%	-1.6%	3.3%
COC(=O)c1ccc(CN2C(=O)c3ccccc3C2=O)cc1	-8%	9%	10%	/	/	-12%	5%	0.7%	2.1%
Cc1ccc(S(=O)(=O)N2CCN(C)CC2)c(C)c1	5%	-3%	-2%	-2%	-5.1%	-12%	6%	1.3%	-0.3%
Fc1ccc(N/N=C(/c2ccccc2)c2ccccn2)cc1	-14%	13%	19%	2%	-1.4%	-10%	-4%	6.5%	2.1%
C=C(C)CSc1nc(C)c(Cc2ccccc2)c(=O)[nH]1	8%	8%	5%	-2%	-1.3%	-6%	-1%	0.0%	0.0%
CCc1ccccc1NC(=O)CN1CCN(CC(=O)Nc2cc(C)ccc2OC)CC1	3%	4%	2%	0%	/	-10%	2%	17%	-1.7%
COc1cccc(/C=N/NC(=S)Nc2cccc(S(=O)(=O)N(C)C)c2)c1	-23%	9%	12%	-3%	/	1%	-3%	0.9%	-3.9%
Cn1c(CNc2ccc(O)cc2)nc2ccccc21	-22%	?	?	4%	/	-4%	4%	0.5%	4.0%
CC(=O)N1C(=O)N(C(C)=O)C2C1N(C)C(=O)N2C(C)=O (stereo not drawn)	1%	5%	12%	-4%	-0.9%	-12%	-6%	0.5%	0.3%

The last 2 entries of the part above come first, to join the parts.
SMILES	AID2073	MgcRacGAP inhibition	SV40 large T antigen	NS5 inhibitors	XIAP antagonists	LYP inhibition	Siah-1 displacement	RSV CPE inhibition	HIV fusion peptide	others
Cn1c(CNc2ccc(O)cc2)nc2ccccc21	-22%	?	?	4%	/	-4%	4%	0.5%	4.0%
CC(=O)N1C(=O)N(C(C)=O)C2C1N(C)C(=O)N2C(C)=O (stereo not drawn)	1%	5%	12%	-4%	-0.9%	-12%	-6%	0.5%	0.3%
Cn1cc(S(=O)(=O)N2CCc3ccccc32)cc1C(=O)NC(C)(C)C	27%	8%	8%	-2%	/	-9%	-7%	5.8%	0.2%
O=C(CCc1nc2ccccc2c(=O)[nH]1)OCc1ccc(-c2ccccc2)cc1	9%	1%	5%	-11%	-3.6%	-4%	7%	-0.1%	-1.7%
CCn1c(NCc2cc(Br)ccc2NS(=O)(=O)c2ccc(C)cc2)nc2ccccc21	6%	6%	1%	3%	-4.4%	-3%	0%	9.2%	4.0%
O=C(/C=C/Nc1ccccc1)c1ccccc1	-1%	13%	10%	-5%	-5.0%	-6%	-6%	2.9%	3.7%
Cc1onc(-c2ccccc2Cl)c1C(=O)NCc1ccccn1	0%	14%	-3%	0%	-0.2%	0%	2%	1.3%	0.5%
CN=C1SC(CC(=O)NCCc2ccc(OC)c(OC)c2)C(=O)N1C (stereo not drawn)	1%	-1%&3%	11%	5%&3%	-3.5%	-8%	0%	0.7%	-0.8%
COc1cccc(C(=O)CSc2nnc(-c3cc(OC)cc(OC)c3)o2)c1	3%	5%	0%	-2%	-8.1%	-7%	1%	-2.2%	0.6%
CCCCOC(=O)Sc1nc2ccccc2o1	5%	12%	13%	5%	-1.5%	-1%	0%	-0.1%	0.0%
COc1cc(/C=N/NC(=O)c2cccc([N+](=O)[O-])c2)ccc1OCc1ccc(C)cc1	30%	2%	1%	-8%	-0.7%	2%	-1%	3.4%	-4.0%
C=CCn1c(O)c(C(CC)=NCCN2CCOCC2)c(=O)[nH]c1=O	-1%	-3%	6%	-3%	0.3%	-5%	0%	-0.7%	0.5%	NS5 inhibitors pilot replicate=3.0
CCOC(=O)c1c(NC(=O)CSc2nnc(CNC(=O)c3ccco3)n2C)sc2c1CCC2	0%	5%	8%	-2%	-2.1%	9%	2%	2.1%	-0.6%
CN(C)S(=O)(=O)c1cc(NC(=O)COC(=O)/C=C/c2ccco2)ccc1Cl	0%	15%	20%	9%	/	-2%	1%	3.7%	9.5%
CCOC(=O)c1[nH]c2ccccc2c1NC(=O)c1ccc(S(=O)(=O)N2CCCC2)cc1	-4%	9%	15%	-1%	-15%	0%	2%	4.3%	2.0%
CCN1C(=O)c2c(C)nc3ccccc3c2C1=O	4%	6%	5%	5%	-3.2%	-4%	0%	0.4%	-1.6%
Cc1cccc(NC(=S)NCCc2ccccc2)n1	50%	2%	8%	-7%	-1.3%	2%	6%	1.7%	1.3%
c1ccc2c3nnc4n(c-3nc2c1)CCCS4	3%	7%	11%	5%	-6.4%	3%	-2%	2.7%	1.9%
O=c1oc2ccccc2n1Cc1cccc(F)c1	2%	6%	10%	-10%	/	-10%	-2%	2.8%	5.6%
COC1=CC(=O)CC(C)C12Oc1cc(OC)cc(OC)c1C2=O (stereo not drawn)	13%	6%	17%	1%	/	-9%	-6%	3.9%	3.7%
N#C/C(=C\C=C\c1ccccc1[N+](=O)[O-])c1nc(-c2ccc3c(c2)OCO3)cs1	20%	12%	2%	-1%	-0.7%	-3%	-4%	-1.5%	5.7%
CC1CCc2c(sc3ncn(CC(=O)N4CCCCC4)c(=O)c23)C1 (stereo not drawn)	1%	14%	2%	-6%	-8.2%	-4%	0%	1.6%	1.5%
CCCn1c(SCC(=O)Nc2cccc(S(=O)(=O)N3CCCC3)c2)n[nH]c1=O	1%	11%	18%	2%	-5.7%	-7%	2%	2.4%	-2.0%
Cc1cc([N+](=O)[O-])nn1CCC(=O)Nc1nccs1	-2%	3%	6%	-3%	-2.9%	-9%	8%	5.9%	-1.8%
